Source: PubChem (several laboratories)
Rin1 Abl inh: inhibitors of Rin1-Abl protein binding, primary screen, biochemical, TR-FRET; Tyrosine-protein kinase ABL1 (Homo sapiens) + Ras and Rab interactor 1 (Homo sapiens), …; actives 0.4% (n = 360,000); inhibition, % at 7.35 µM; in the data active means inhibition above about 5%, passing the limit was not always enough
CSN inh: inhibitors of CSN-mediated cullin deneddylation, primary screen, biochemical, fluorescence polarization, uHTS; COP9 signalosome complex subunit 5 (Homo sapiens), Q92905; Purified CSN, SCF-Nedd8-OG deneddylation; inhibition, % at 12.5 µM; actives 0.38% (n = 360,000);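 active means pattern-corrected inhibition above about 35%, with an unprinted fluorescence ratio check between 0.5 and 1.5, limit read from the data, passing the limit was not always enough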;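 further: 0% = enzyme with substrate and 100% = substrate without enzyme; some results filed as inactive read as strong as hits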
Target sequence (Q92905 whole entry, looked up, one chain of several): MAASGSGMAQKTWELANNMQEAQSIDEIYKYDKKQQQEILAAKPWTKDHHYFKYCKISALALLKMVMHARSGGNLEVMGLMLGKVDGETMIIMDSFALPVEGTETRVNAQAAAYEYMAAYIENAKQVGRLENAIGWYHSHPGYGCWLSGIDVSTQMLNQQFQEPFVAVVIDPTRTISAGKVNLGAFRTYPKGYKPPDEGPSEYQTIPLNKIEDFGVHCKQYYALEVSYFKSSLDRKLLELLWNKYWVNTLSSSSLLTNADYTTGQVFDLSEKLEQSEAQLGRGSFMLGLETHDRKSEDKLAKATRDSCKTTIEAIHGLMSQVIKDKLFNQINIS
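Detection – fluorescence polarization · System – HEK293T-derived human Csn5 enzyme · Controls – substrate-only high control, full reaction low control · Timing – 90 min, room temperature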
Rpn11 inh: Rpn11 (PSMD14) deubiquitinase inhibitors, primary screen, biochemical, fluorescence polarization, uHTS; 26S proteasome non-ATPase regulatory subunit 14 (Homo sapiens), O00487; human 26S proteasome, Ub4-pepOG fluorescence polarization; 20S core pre-blocked with epoxomicin; calls only at 20 µM; actives 0.59% (n = 360,000); AID 588493, 2011;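 active means inhibition at 20 µM, scaled to each plate's controls, above about 33%, limit read from the data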
DNMT1 block: human DNMT1 methyltransferase inhibitors, primary screen, biochemical, molecular beacon, fluorescence, HinP1I cleavage, uHTS. DNA (cytosine-5)-methyltransferase 1 (Homo sapiens), P26358. inhibition (reported as % activation of signal), % at 10 µM. actives 0.83% (n = 360,000); in the data active means inhibition above about 50%
LMPTP block: LMPTP phosphatase inhibitors, primary screen, biochemical, fluorescence intensity, uHTS; Low molecular weight phosphotyrosine protein phosphatase (Homo sapiens), P24666; recombinant LMPTP-A, OMFP fluorogenic substrate; inhibition, % at 20 µM; actives 0.22% (n = 360,000);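 active means compounds that cut the enzyme signal by at least half of the control window in the single-dose screen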;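 further: plate controls were DMSO wells with enzyme plus substrate for no effect and substrate without enzyme for full effect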
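Test system – LMPTP-A enzyme · Amount – LMPTP-A at 0.625 nM final in the reaction · Buffer or medium – Bis-Tris pH 6.0, DTT, detergent · Reagent – OMFP 400 µM · Doses – single 20 µM dose · Schedule – reaction 50 min, room temperature, dark · Detection – fluorescence intensity of OMFP turnover product · Evaluation – percent inhibition versus substrate-only and uninhibited controls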
Scp1 inh: Scp-1 phosphatase inhibitors, primary screen, biochemical, colorimetric, uHTS | actives 0.88% (n = 340,000) | Carboxy-terminal domain RNA polymerase II polypeptide A small phosphatase 1 (Homo … | AID 493091, 2011 | Recombinant Scp1, phosphopeptide, malachite green phosphate absorbance | inhibition, % at 20 µM;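 active means inhibition above about 50% at 20 µM, limit read from the data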;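 further: plate controls were DMSO wells with enzyme for no effect and wells lacking enzyme for full effect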
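Incubation: 45 min enzyme reaction at room temperature / System: truncated SCP-1 phosphatase (76-261aa) / Reagent: Phospho 17-mer peptide substrate / Buffer or medium: Acidic Tris acetate buffer with magnesium and detergent / Signal: absorbance at 630 nm / Doses: one concentration, 20 µM, with 1.0% DMSO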
SUMO1-SIM PPI: modulators of SUMO1 protein-protein interactions, primary screen, biochemical, uHTS. SUMO1 binding to a labelled peptide, TR-FRET, 1 h. inhibition, % at 20 µM. Small ubiquitin-related modifier 1 (Homo sapiens), P63165. actives 0.33% (n = 360,000); in the data active means inhibition above about 37%
Neddyl block: inhibitors of cullin neddylation, primary screen, biochemical, TR-FRET, uHTS, NAE and Ubc12; calls only at 25 µM; NEDD8-conjugating enzyme Ubc12 (Homo sapiens) + NEDD8-activating enzyme E1 regulatory …; actives 0.58% (n = 360,000); AID 651699, 2012; in the data active means inhibition above about 36%
Target sequence (P61081 whole entry, looked up): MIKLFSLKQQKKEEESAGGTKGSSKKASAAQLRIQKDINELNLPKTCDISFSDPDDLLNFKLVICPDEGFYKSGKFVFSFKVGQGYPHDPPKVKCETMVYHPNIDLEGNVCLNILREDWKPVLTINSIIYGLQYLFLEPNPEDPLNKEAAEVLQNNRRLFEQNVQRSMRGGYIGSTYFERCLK
Target sequence (Q13564 whole entry, looked up): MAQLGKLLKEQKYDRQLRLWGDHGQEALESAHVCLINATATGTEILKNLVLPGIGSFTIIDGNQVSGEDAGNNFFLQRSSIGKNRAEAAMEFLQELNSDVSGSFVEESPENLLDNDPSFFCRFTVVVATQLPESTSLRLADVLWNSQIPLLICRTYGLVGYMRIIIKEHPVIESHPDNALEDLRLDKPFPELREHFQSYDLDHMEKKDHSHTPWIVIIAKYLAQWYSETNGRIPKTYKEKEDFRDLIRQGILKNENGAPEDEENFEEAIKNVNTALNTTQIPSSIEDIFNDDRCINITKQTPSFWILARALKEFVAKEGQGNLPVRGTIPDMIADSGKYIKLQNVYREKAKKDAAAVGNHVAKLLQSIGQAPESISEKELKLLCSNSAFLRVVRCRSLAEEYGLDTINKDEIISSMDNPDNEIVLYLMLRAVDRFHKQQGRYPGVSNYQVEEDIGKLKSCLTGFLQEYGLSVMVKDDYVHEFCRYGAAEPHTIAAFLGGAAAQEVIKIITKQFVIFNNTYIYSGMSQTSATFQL
STEP block: STEP phosphatase inhibitors, primary screen, biochemical, fluorescence intensity, uHTS; recombinant STEP, OMFP fluorogenic substrate; AID 588621, 2011; actives 0.25% (n = 360,000); inhibition, % at 20 µM; Tyrosine-protein phosphatase non-receptor type 5 (Homo sapiens), P54829;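 active means inhibition at 20 µM, scaled per plate between control wells, above about 37%, limit read from the data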;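 further: 0% = DMSO with enzyme and substrate and 100% = substrate only without enzyme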
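Assay system: isolated STEP enzyme. Buffer or medium: pH 6.0 Bis-Tris with DTT and Tween 20. Also added: fluorogenic phosphatase substrate OMFP at 25 µM final. Dosing: 20 µM, 1% DMSO. Timing: 20 min reaction, room temperature, in the dark. Measured by: fluorescence intensity, excitation 480 nm, emission 540 nm. Evaluation: normalized % inhibition.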
NadD block: inhibitors of S. aureus NadD, primary screen, biochemical, colorimetric, uHTS. actives 0.78% (n = 360,000). inhibition, % at 20 µM. Nicotinate-nucleotide adenylyltransferase NadD (Staphylococcus aureus N315). purified NadD enzyme, colorimetric absorbance read-out. AID 602399, 2012; in the data active means inhibition above about 26%; further: some compounds past the cut are filed as inactive
The depositor's hits bear a star; i = inactive; nt = not tested or not shown; + = active, no number.

Assay codes – A = Rin1 Abl inh; B = CSN inh; C = Rpn11 inh; D = DNMT1 block; E = LMPTP block; F = Scp1 inh; G = SUMO1-SIM PPI; H = Neddyl block; I = STEP block; J = NadD block
Cc1ccc(NC(=O)COC(=O)c2ccc(NC(=O)CC#N)cc2)cc1S(=O)(=O)N1CCOCC1
  A: 0.2	B: 1.8	C: i	D: -5.2	E: 1.3	F: -5.0	G: 17.0	H: i	I: -3.8	J: 14.2

Cc1cc2c(cc1C)NC(c1ccccn1)C1=C(CC(C)(C)CC1=O)N2 (stereo not given)
  A: 2.1	B: 1.7	C: i	D: -0.9	E: 0.7	F: 5.6	G: -11.2	H: i	I: -0.6	J: 6.5

COc1ccccc1-c1c(C#N)c(N)nc2c1CCc1ccccc1-2
  A: 0.4	B: 20.2	C: i	D: 48.9	E: 6.3	F: -2.0	G: 36.3*	H: nt	I: -2.0	J: 13.0

COC(=O)c1cnn(-c2ccccc2)c1N
  A: 0.8	B: 1.6	C: i	D: 3.5	E: -2.8	F: -7.4	G: -0.6	H: i	I: 15.4	J: -4.6

CN(C)c1ccc(NS(=O)(=O)c2cccc(Cl)c2)cc1
  A: 3.3	B: -5.8	C: i	D: -7.4	E: 1.0	F: 5.4	G: 5.4	H: i	I: -4.2	J: 5.5

Cc1ccsc1/C=N/N=C1\C(=O)Nc2ccccc21
  A: -6.4	B: -2.8	C: i	D: -8.4	E: -3.5	F: -3.9	G: -21.7	H: i	I: -3.7	J: -3.6

O=[N+]([O-])c1ccc(NN=Cc2ccc3c(c2)OCO3)nc1
  A: 0.0	B: 6.7	C: i	D: -0.3	E: -1.4	F: -10.4	G: -11.3	H: i	I: 0.5	J: -2.0

O=C(COC(=O)c1cccc(C(=O)OCC(=O)c2ccc(Br)cc2)n1)c1ccc(Br)cc1
  A: -1.1	B: 1.7	C: i	D: 3.1	E: -8.4	F: 5.2	G: -2.0	H: i	I: -3.9	J: 15.8

Cc1ccn2c(Nc3ccccc3C)c(-c3ccncc3)nc2c1
  A: -0.4	B: -0.2	C: i	D: -2.7	E: -1.6	F: -2.1	G: 8.3	H: nt	I: -0.6	J: -1.5

COc1cc2c(cc1OC)C(c1ccccc1)NC(C)(C)C2 (stereo not given)
  A: 5.1	B: 2.7	C: i	D: -0.2	E: -0.7	F: -4.5	G: 7.4	H: i	I: 0.3	J: -3.2

O=C(c1sc2ccccc2c1Cl)N1CCN(c2ccccn2)CC1
  A: -4.9	B: 6.5	C: i	D: 0.2	E: 0.9	F: 1.0	G: 3.9	H: i	I: 0.2	J: 5.1

CC(Oc1ccc2c3c(c(=O)oc2c1)CCC3)C(=O)NCCN1CCOCC1 (stereo not given)
  A: -3.0	B: -0.2	C: i	D: 2.7	E: -1.0	F: 1.1	G: 13.0	H: i	I: -2.3	J: 3.8

COc1ccc(NS(=O)(=O)c2cccc(C(=O)N/N=C(\C)c3cccnc3)c2)cc1
  A: -0.4	B: -5.4	C: i	D: -0.4	E: -0.1	F: -4.7	G: -0.1	H: i	I: 1.4	J: 4.7

CCOC(=O)c1c(C)[nH]c(C)c1C(=O)COC(=O)c1cccnc1Cl
  A: -0.9	B: 0.9	C: i	D: 0.8	E: 0.6	F: 2.6	G: 6.8	H: i	I: -0.9	J: 5.1

NC(=O)c1cc(-c2csc(-c3cccnc3)n2)ccc1O
  A: -3.0	B: -1.9	C: i	D: -1.9	E: 0.1	F: -10.1	G: -3.3	H: i	I: 0.9	J: 6.5

Cc1ccc(C)c(N2CC(C(=O)Nc3nccs3)CC2=O)c1 (stereo not given)
  A: -0.1	B: 0.6	C: i	D: 0.7	E: -1.9	F: -3.0	G: -1.3	H: i	I: -3.3	J: -4.0

Cc1ccc(S(=O)(=O)c2ccc(Cl)cc2)cc1S(=O)(=O)NC(C(=O)O)C(C)C (stereo not given)
  A: 3.5	B: -10.7	C: i	D: -1.7	E: 0.2	F: 0.3	G: -1.0	H: i	I: 2.8	J: -3.7

CCN1C(=S)N[C@@H](c2ccccc2)C(C(=O)OC)=C1C
  A: 2.2	B: 0.0	C: i	D: -1.3	E: -0.6	F: -5.6	G: 0.8	H: i	I: -0.3	J: 4.0

O=C(CN1C(=O)NC2(CCCCC2)C1=O)Nc1ccc2c(c1)CCC2
  A: 0.0	B: 9.6	C: i	D: -2.1	E: -1.9	F: -8.1	G: 0.2	H: i	I: -0.1	J: -0.5

COc1ccccc1CCn1cnc(-c2ccc(Br)cc2)c1C(C)C
  A: nt	B: 1.8	C: nt	D: nt	E: 5.2	F: nt	G: 9.1	H: i	I: nt	J: 6.6

Cc1ccc(CCNC(=O)C2CCN(S(=O)(=O)c3ccc4c(c3)CCC(=O)N4)CC2)cc1
  A: 0.1	B: -7.7	C: i	D: 0.6	E: 0.0	F: -9.1	G: 3.5	H: i	I: 2.5	J: 1.0

CC(C)n1ncc2c(C(=O)Nc3ccc(S(N)(=O)=O)cc3)cc(C3CC3)nc21
  A: -0.5	B: 113.2*	C: +	D: -133.8	E: -7.2	F: -7.2	G: -128.9	H: i	I: -5.6	J: 25.1

Cc1nc(NC(=S)NC(=O)c2ccccc2)sc1C(=O)N(C)C
  A: -1.6	B: 3.5	C: i	D: 3.3	E: -0.2	F: -2.7	G: -0.9	H: i	I: 1.5	J: -1.3

COC(=O)c1ccc(NC(=S)N2CCN(CCO)CC2)cc1
  A: 0.9	B: 3.5	C: i	D: 2.8	E: -0.9	F: 0.8	G: 14.2	H: i	I: 2.5	J: 6.1

Nc1cccc(-c2nc3ccccc3s2)c1
  A: 0.7	B: 3.9	C: i	D: -8.2	E: -0.2	F: -4.8	G: -4.3	H: nt	I: 3.4	J: -1.7

Cc1ccc(OCC(=O)NCC2CCCO2)c(C)c1 (stereo not given)
  A: 2.7	B: -2.8	C: i	D: 2.2	E: -1.5	F: 0.4	G: 5.5	H: i	I: 1.3	J: -2.0

Cc1ccc(Cn2ncc3c(NCCN(C)C)ncnc32)cc1
  A: -2.0	B: -2.6	C: i	D: -0.1	E: -1.8	F: -7.3	G: -3.2	H: i	I: -0.3	J: -5.8

O=C(CNC(=O)c1nc[nH]c1C(=O)NCc1ccccc1)OCc1ccccc1
  A: 0.9	B: -3.9	C: i	D: -4.7	E: 0.1	F: 2.4	G: 4.7	H: i	I: -2.0	J: 7.6

CN1C(=O)c2ccccc2C(C(=O)NCC2CCCO2)C1c1c[nH]c2ccccc12 (stereo not given)
  A: -0.1	B: -8.5	C: i	D: 0.1	E: -0.1	F: -10.4	G: -1.4	H: i	I: 0.6	J: -4.4

COc1cc(C(=O)OCc2cc3ccccc3[nH]c2=O)cc(OC)c1OC
  A: 4.2	B: -1.6	C: i	D: -0.2	E: 1.8	F: 5.6	G: -3.4	H: i	I: -0.1	J: 0.8

Cc1noc(NC(=O)c2c(-c3c(Cl)cccc3Cl)noc2C)c1[N+](=O)[O-]
  A: 1.1	B: -1.5	C: i	D: -2.9	E: -0.1	F: -3.8	G: 3.5	H: i	I: -3.9	J: -5.3

CCCCc1nnc(NC(=O)C2CC(=O)N(Cc3ccccc3)C2)s1 (stereo not given)
  A: -0.1	B: -2.8	C: i	D: -1.0	E: 0.1	F: -2.0	G: -5.4	H: i	I: 2.5	J: 0.2

CCC(=O)NNc1nc2c(Cl)cccc2s1
  A: 3.7	B: 1.9	C: i	D: 1.5	E: -0.7	F: -3.9	G: -2.8	H: i	I: -3.4	J: 1.1

C/C(=N/NS(=O)(=O)c1cccc([N+](=O)[O-])c1)c1c[nH]c2ccccc12
  A: 0.4	B: -0.7	C: i	D: 0.1	E: -1.1	F: -1.6	G: -17.6	H: i	I: -1.1	J: 0.0

O=S(=O)(c1ccccc1)[C@@]1(c2ccc(Br)cc2)C[C@@H]2ON=C(c3ccccc3)[C@@H]2C1
  A: -0.9	B: -4.8	C: i	D: -3.6	E: 2.6	F: -4.4	G: 4.9	H: i	I: 2.7	J: -5.2

O=C(Nc1ccccc1N1CCCCC1)c1ncoc1-c1cccc(F)c1
  A: 0.6	B: 2.2	C: i	D: 1.6	E: 8.2	F: -1.7	G: 2.2	H: nt	I: 3.1	J: 6.0

CC(=O)N(Cc1ccc(F)cc1)c1cccc(C)c1C
  A: 2.6	B: -0.4	C: i	D: 1.5	E: 0.1	F: -0.8	G: -2.7	H: i	I: -0.3	J: 4.1

CCc1cccc(Nc2cc(C)nc3nc(C)nn23)c1
  A: -4.3	B: -3.6	C: i	D: 1.1	E: 0.0	F: 1.6	G: 1.4	H: i	I: 0.2	J: 0.5

c1ccc(Cn2ncc3ccccc32)cc1
  A: -1.1	B: -3.0	C: i	D: 0.2	E: -0.8	F: -2.6	G: -1.7	H: i	I: 0.6	J: 0.1

COc1ccccc1CCNC(=O)C1CCN(c2nnc(C)c3c(C)n(-c4ccc(C)cc4)nc23)CC1
  A: -7.1	B: 5.7	C: i	D: -5.6	E: 30.2	F: 16.0	G: -15.2	H: i	I: 2.8	J: 10.1

CC1(C(=O)NS(=O)(=O)c2ccc(C#N)cc2)CCN1C(=O)Cc1cc(F)ccc1F (stereo not given)
  A: 2.4	B: 1.2	C: i	D: -0.7	E: -2.8	F: nt	G: 5.7	H: i	I: 2.9	J: -3.4

CN1C(=S)SC(/[N+]([O-])=C\c2ccco2)C1(C)C (stereo not given)
  A: -6.1	B: -3.1	C: i	D: -0.3	E: 0.8	F: -9.2	G: -5.3	H: i	I: -1.0	J: 0.3

Compounds were not picked by outcome; about 3.8% have a hit in one of these screens.
